Bioassay records (PubChem BioAssay)
Epigenetic reg: derepresses silenced GFP reporter in murine cells | murine LDR cells, GFP reporter derepression, 30 h | Potency, µM (doses to about 53.9 µM), inactives show top-dose GFP activation, usual class: activators | 0.2% of 280,000 active; active = well fitted activation curve with a large enough effect; inconclusive = small, poorly fitted or top-dose-only effect; note: % of control where 0% means no effect; nearly all actives have a fitted effect of over 60% in size
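GFP-positive cell count by laser-scanning cytometry (objects 20–120 um) after 30 h, 37 C compound exposure of murine LDR cells; reporter is CMV-GFP integrated at a silenced locus, inducible by HDAC or DNMT inhibitors.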
The depositor's hits bear a star; ? = inconclusive. Potency is the fitted concentration of half-maximal effect.

smiles,Epigenetic reg
O=C(Nc1ccc(Oc2ccccc2)cc1)C1CCN(S(=O)(=O)c2ccccc2)CC1,-0.8%
CCc1cccc(C)c1NS(=O)(=O)c1ccc2c(c1)NC(=O)C(C)C(=O)N2 (centres undefined),1.1%
O=c1[nH]c(C2CCCN(S(=O)(=O)c3ccccc3)C2)nc2c1nnn2Cc1ccccc1Br (centres undefined),-3.4%
CCOc1ccc(CN2C(=O)c3ccccc3Sc3ccc(C(=O)NCc4ccc5c(c4)OCO5)cc32)cc1,-1.2%
COc1cccc(CNC(=O)CSc2n[nH]c(-c3ccccc3Cl)n2)c1,1.7%
COCCNC(=O)C1CCN(C(=O)c2cc3sccc3n2Cc2ccc(Cl)cc2)CC1,0.0%
Cc1cccc(N2CCN(S(=O)(=O)c3nnc(NC(=O)c4ccc(Cl)cc4)s3)CC2)c1,9.9%
O=c1c(S(=O)(=O)c2cccc(Cl)c2)cn(Cc2ccccc2)c2cc(N3CCCCC3)c(F)cc12,-1.2%

Going on with the list:
smiles,Epigenetic reg
CCN(CC)c1nc2ccccc2nc1C(=O)Nc1cccc(C(C)=O)c1,-0.5%
COc1ccccc1-c1c(C)nn2c(N3CCN(c4ccccc4)CC3)cc(C)nc12,0.0%
Cc1ccc(S(=O)(=O)CC(=O)Nc2sc3c(c2C#N)CCCCC3)cc1,7.6%
Cc1ccc(CC(=O)Nc2c(C(=O)N3CCN(c4ccccc4)CC3)oc3ccccc23)cc1,0.7%
Cc1ccnc(NS(=O)(=O)c2ccc(NC(=O)c3nc(SC(C)C)ncc3Cl)cc2)n1,12%
Cc1nn(CC(=O)NCc2ccccc2Cl)c(=O)c2nn(-c3ccccc3)c(C)c12,-1.6%
CCCCOC(=O)Cn1nnc2sc(-c3ccccc3)cc2c1=O,-3.6%
COc1ccccc1N1CCN(S(=O)(=O)CCNC(=O)COc2ccc(F)cc2)CC1,-1.7%

Further results follow:
smiles,Epigenetic reg
CCOC(=O)c1c(NC(=O)COc2ccccc2Br)sc2c1CCCCC2,-1.6%
Cc1ccc(Cc2nc3ccccc3nc2SCC(=O)N2CCc3ccccc32)cc1,-1.8%
O=C(CSCc1cnn(-c2ccccc2)c1-n1cccc1)NCc1ccc(F)cc1,2.1%
COc1cccc(C(=O)Nc2ccccc2C(=O)OCc2cc(=O)n3c4c(sc3n2)CCCC4)c1,2.0%
COc1cccc(-n2c(SCC(=O)Nc3nnc(C)s3)nc3c([nH]c4ccccc43)c2=O)c1,0.0%
CCn1cc(C(=O)OCC(=O)Nc2cccc(Cl)c2C)c(=O)c2ccc(C)nc21,-1.8%
Cc1ccc(C)c(CN2C(=O)c3ccccc3S(=O)(=O)c3ccc(C(=O)NCCCN4CCCC(C)C4)cc32)c1 (centres undefined),3.3%
CCc1ccccc1NC(=O)c1ccc2[nH]c(C)c(C)c2c1,3.8%

More results
smiles,Epigenetic reg
O=C(NCCS(=O)(=O)N1CCN(c2ccccc2)CC1)C1CC(=O)N(c2ccccc2)C1 (centres undefined),0.8%
COc1cc2nc(Nc3cccc(F)c3)nc(N)c2cc1OC,2.2%
CC(C)Cn1c(=O)c2ccccc2n2c(CCC(=O)N3CCN(c4ccccc4)CC3)nnc12,0.0%
CCOC(=O)c1ccccc1NC(=O)c1c2c(nc3ccccc13)C(=O)N(C1CCCCC1)C2,0.0%
COc1ccc(NC(=O)c2cc3c(=O)n(Cc4cccnc4)ccc3nc2C)cc1OC,0.0%
COc1cccc(NC(=O)C2CCCN2S(=O)(=O)c2ccc3c(c2)n(C)c(=O)c(=O)n3C)c1 (centres undefined),5.4%
COc1ccc(CNC(=O)c2cn(-c3cccc(OC)c3)c(=O)c3ccccc23)cc1,0.0%
COc1ccc(NC(=O)Cn2c(=O)c3cccn3c3ccccc32)cc1,0.8%

Further structures follow.
smiles,Epigenetic reg
Cc1ccc2c(c1)Cc1c(nc(-c3ccc(Cl)cc3)nc1SCC(=O)N1CCCCC1)O2,-2.3%
COc1ccc(CCNC(=O)CCCCn2c(=O)c3ccccc3n(Cc3ccc(Cl)cc3)c2=O)cc1OC,-0.9%
CCc1ccc(NC(=O)C2CCN(S(=O)(=O)c3c(C)noc3/C=C/c3cccs3)CC2)cc1,-2.2%
Cc1cc(Cl)ccc1NC(=O)CCS(=O)(=O)c1cc2c(cc1C)NC(=O)CO2,-1.1%
Cn1c(=O)c2c(nc(SCC(=O)Nc3ccc(F)cc3)n2Cc2ccccc2F)n(C)c1=O,-1.1%
Cc1c(C(=O)OC2CCCCCC2)[nH]c2c1C(=O)CC(c1ccccc1Cl)C2 (centres undefined),10%
Cc1ccc(CNC(=O)C2CCN(c3nc4ccccc4n(C)c3=O)CC2)cc1,-3.4%
Cc1nn(C(=O)c2ccccc2)c(C)c1Sc1ccc(Cl)cc1,-1.6%

(further entries)
smiles,Epigenetic reg
Cc1cc(C)cc(NC(=O)CCCc2nc(-c3ccco3)no2)c1,-1.6%
CCCn1ccc2c(OCC(=O)Nc3ccc(C(F)(F)F)cc3)cccc2c1=O,1.6%
Cc1c2cnn(CC(=O)NCCc3ccccc3)c(=O)c2c(C)n1Cc1ccccc1Cl,-0.7%
Cc1cccc(NC(=O)c2cccc(N3CCCS3(=O)=O)c2)c1,-0.3%
Cc1cc(C(=O)O)c2c(=O)n(C)c(=O)n(C)c2n1,0.3%
COc1cccc(C(=O)NC(=O)Nc2ccc(-n3nc(C(F)(F)F)cc3C(F)(F)F)cc2)c1,0.0%
CCc1ccc(NC(=O)CSc2c(C)cnc3c2c(=O)n(C)c(=O)n3C)cc1,2.4%
CN(Cc1ccccc1)C(=O)CSc1nc2ccsc2c(=O)n1-c1ccc(F)cc1,-1.6%

Looked up by structure from above, two records:
smiles,Epigenetic reg
CCCn1ccc2c(OCC(=O)Nc3ccc(C(F)(F)F)cc3)cccc2c1=O,1.6%
Cc1cc(C)cc(NC(=O)CCCc2nc(-c3ccco3)no2)c1,-1.6%

(cont.)
smiles,Epigenetic reg
CC1=C(C(=O)Nc2cccnc2)C(c2cccc(Br)c2)n2nc(SCc3ccccc3)nc2N1 (centres undefined),2.8%
Cc1ccc(NC(=O)c2ccc(=O)n(CC(=O)Nc3ccccc3)n2)cc1,-0.5%
Cc1ccc(Cl)cc1N1CCN(C(=O)CCc2nnc3n(C)c(=O)c4ccccc4n23)CC1,0.0%
COC(=O)c1ccc(NC(=O)CC2C(=O)N(c3ccc(Cl)cc3)C(=O)N2Cc2ccco2)cc1 (centres undefined),-1.8%
CC(C(=O)NCc1ccccc1)n1ccc2cc(S(=O)(=O)N3CCCC3)ccc21 (centres undefined),4.2%
Cc1c(C(=O)OC2CCCC2)[nH]c2c1C(=O)CC(c1ccc(C(C)(C)C)cc1)C2 (centres undefined),1.0%
CCN(CC)S(=O)(=O)c1ccc2c(c1)N(CC(=O)Nc1ccc(F)cc1F)C(=O)C1CCCN21 (centres undefined),2.4%
CC(CNC(=O)Cn1ncc2c3ccccc3n(Cc3cccc(Cl)c3)c2c1=O)c1ccccc1 (centres undefined),-2.3%

The last 2 entries of the section before lead into the next:
smiles,Epigenetic reg
CCN(CC)S(=O)(=O)c1ccc2c(c1)N(CC(=O)Nc1ccc(F)cc1F)C(=O)C1CCCN21 (centres undefined),2.4%
CC(CNC(=O)Cn1ncc2c3ccccc3n(Cc3cccc(Cl)c3)c2c1=O)c1ccccc1 (centres undefined),-2.3%
Cc1cc(Cl)ccc1NC(=O)CCS(=O)(=O)c1ccc2c(c1)CC(C)N2C(=O)C1CC1 (centres undefined),-4.5%
Cc1ccc(NS(=O)(=O)c2ccc3[nH]c(=O)ccc3c2)cc1N(C)C,2.8%
Cc1ccc(C2CC(=O)N(Cc3ccccc3)c3c2c(C)nn3-c2nc(C)cc(C)n2)cc1 (centres undefined),-1.6%
CCOC(=O)c1sc(NC(=O)c2cc3nc(-c4ccc(Br)cc4)cc(C(F)(F)F)n3n2)c(C(=O)OCC)c1C,0.0%
CCc1ccc(-c2[nH]c3c(c2-c2c(-n4cccc4)n(C)c(=O)[nH]c2=O)c(=O)[nH]c(=O)n3C)cc1,0.0%
Cc1ccc(NC(=O)c2sc3nc[nH]c(=O)c3c2C)cc1C,0.0%
CC(=O)c1ccc(N2CCN(C(=O)CCCn3c(=O)[nH]c4ccsc4c3=O)CC2)cc1,2.0%
CSc1ccc(NC(=O)C2CCN(c3ncccn3)CC2)cc1,-2.0%

Among those listed so far, 3 have a CF3 group:
smiles,Epigenetic reg
CCCn1ccc2c(OCC(=O)Nc3ccc(C(F)(F)F)cc3)cccc2c1=O,1.6%
COc1cccc(C(=O)NC(=O)Nc2ccc(-n3nc(C(F)(F)F)cc3C(F)(F)F)cc2)c1,0.0%
CCOC(=O)c1sc(NC(=O)c2cc3nc(-c4ccc(Br)cc4)cc(C(F)(F)F)n3n2)c(C(=O)OCC)c1C,0.0%

Continued:
smiles,Epigenetic reg
COc1ccccc1N(CC(=O)NCCSCc1ccccc1Cl)S(C)(=O)=O,-0.6%
COc1ccc(S(=O)(=O)N(Cc2nc(-c3ccc(C)cc3)no2)C2CCCCC2)cc1,-1.9%
COC(=O)c1ccc(CSc2nc3c(c(=O)[nH]2)CCC3)cc1,-4.6%
COc1ccc(-n2cc(C(=O)OCc3ccc(F)c(F)c3)c3ccccc3c2=O)cc1,0.3%
CC(=O)c1cccc(NC(=O)Nc2c(C)n(C)n(-c3ccccc3)c2=O)c1,0.4%
Cc1ccc(-c2cn3c(n2)sc2cc(C(=O)NCCC4=CCCCC4)ccc23)c(C)c1,1.4%
COc1ccc(OC2CCN(S(=O)(=O)c3ccc(OC)cc3)CC2)cc1,-0.5%
CCc1ccc(S(=O)(=O)Nc2cccc(-c3ccc(N4CCCCC4)nn3)c2)s1,5.9%

The results go on:
smiles,Epigenetic reg
Cc1nc2ccc(S(=O)(=O)NC(C(=O)N3CCN(c4ccc(Cl)cc4)CC3)C(C)C)cc2s1 (centres undefined),-1.9%
COc1ccccc1Cc1nc2ccccc2nc1SCC(=O)N(C)c1ccc(F)cc1,-0.5%
COc1ccc(N2CCN(C(=O)c3ccc(C)c(NC(=O)c4nsc5ccccc45)c3)CC2)cc1,1.7%
Cc1cccc(-c2nc3scc(CCNS(=O)(=O)c4ccc(F)cc4C)n3n2)c1,3.6%
CCc1ccc2occ(CC(=O)Nc3c(C(=O)c4ccc(F)cc4)oc4ccccc34)c2c1,-1.9%
Cc1ccc2c(CC(=O)N3CCN(c4cccc(Cl)c4)CC3)coc2c1C,-1.0%
COCCCNC(=O)C1CCN(c2ncnc3c2nc2n3CCCCC2)CC1,0.0%
COc1cc2c(cc1OC)C(c1cc(OC)c(O)c(OC)c1)CC(=O)N2 (centres undefined),0.0%

The list goes on.
smiles,Epigenetic reg
COc1cccc(-c2nc(S(=O)(=O)c3ccc(Cl)cc3)c(NCc3ccccc3)o2)c1,-1.6%
COc1ccc(OC)c(Nc2nc(-c3ccc(C)cc3)nc3ccccc23)c1,-0.7%
CCN(CC)S(=O)(=O)c1nnc(NC(=O)COc2ccccc2)s1,?
COc1ccc(OCc2ccc(-c3nc(C#N)c(N4CCCCC4)o3)o2)cc1,-1.6%
COCCn1c(=O)[nH]c2cc(C(=O)N3CCN(c4ccccc4)CC3)ccc2c1=O,-1.4%
Nc1c(-c2nc(-c3cccs3)no2)nnn1-c1cccc(Cl)c1,-1.1%
CCCCOC(=O)c1ccc(NC(=O)c2cc3c(=O)n4cccc(C)c4nc3s2)cc1,-0.7%
COc1ccc(N(CC(C)C)S(=O)(=O)c2nnc(NC(=O)c3ccco3)s2)cc1,0.8%

(continued)
smiles,Epigenetic reg
COc1ccc(N2CCN(c3cc(C)nc4nc(-c5ccc(C)cc5)nn34)CC2)cc1,-1.2%
CCc1ccc2c(c1)NC(c1cccnc1)=NC(c1ccc(C(C)(C)C)cc1)=N2,-2.7%
COc1ccc(C2C(C(=O)Nc3ccccc3)=C(C)Nc3nc(-c4ccccc4)nn32)c(OC)c1 (centres undefined),-0.3%
Cc1nn(S(=O)(=O)c2ccc(F)cc2)c(C)c1S(=O)(=O)N1CCCCC1,-1.7%
CCC1CCCCN1CCCNC(=O)c1cn(CC)c2ccc(S(=O)(=O)N(C)C3CCCCC3)cc2c1=O (centres undefined),-2.5%
Cc1ccc(C(C)C)c(OCC(=O)Nc2ccc(C(=O)OC3CCCCC3)cc2)c1,-1.6%
CC(C)C(=O)N1c2ncnn2C2(CCCCC2)[C@@H]2CCCC[C@@H]21,0.0%
Cc1ccc2nc(N3CCN(c4cccc(C(F)(F)F)c4)CC3)c3nnnn3c2c1,7.4%

Remaining list, next part.
smiles,Epigenetic reg
COc1ccc(-c2cc3nc(C)c(CCC(=O)Nc4cccc(C(F)(F)F)c4)c(C)n3n2)c(OC)c1,-1.1%
Cc1ccc(-n2c(C)cc(C(=O)C(=O)Nc3ccccc3)c2C)c(C)c1,-2.7%
CCOc1ccc(-c2cc(OC(=O)c3ccccc3)c3c(C)oc(C)c3c(=O)c2)cc1,1.8%
COc1ccc(C)cc1NC(=O)c1cc2c(s1)-c1ccccc1SC2,0.0%
Cc1c(C(=O)Nc2ccccc2F)sc2nc3n(c(=O)c12)CCC3,0.0%
CN(C)c1ccc(C(CNC(=O)c2ccccc2Cl)N2CCCC2)cc1 (centres undefined),3.2%
COc1ccc(C(CNC(=O)c2oc3ccc(C)cc3c2C)N2CCOCC2)cc1 (centres undefined),0.8%
COc1ccccc1NC(=O)Cn1c(=O)n(CCC(=O)NCC2CCCO2)c(=O)c2cc(OC)c(OC)cc21 (centres undefined),-2.5%

(more compounds)
smiles,Epigenetic reg
O=C(CCNS(=O)(=O)c1ccc2c(c1)CCN2C(=O)C1CC1)N1CCN(c2cccc(Cl)c2)CC1,0.0%
Cc1ccc(C)c(N2CCN(C(=O)C3CCCN(S(=O)(=O)c4cccc5nonc45)C3)CC2)c1 (centres undefined),?
CCn1cc2c(n1)-c1c(oc(C(=O)Nc3cccc(C(F)(F)F)c3)c1C)CC2,1.1%
CCCn1c2ccccc2c2cnn(CC(=O)NCC3CCN(Cc4ccc(C)cc4)CC3)c(=O)c21,0.0%

Not all compounds are listed; the hit share may differ from the screen's.
